Tn6 DDE FP: disrupts Tn6 cyclic peptide binding to fibrin D-Dimer-E complex. Fibrin DD(E) TRITC-Tn6 fluorescence polarization displacement. inhibition, % at 8.3 µM. P02675. actives 0.21% (n = 370,000);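 active = inhibition above a per-campaign cutoff: mean of compounds within control limits plus 3 SD, cut at about 15% in these data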;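 also: 0% = median of all compound wells on the plate and 100% = blocking peptide control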
Target sequence (P02675 whole entry, looked up): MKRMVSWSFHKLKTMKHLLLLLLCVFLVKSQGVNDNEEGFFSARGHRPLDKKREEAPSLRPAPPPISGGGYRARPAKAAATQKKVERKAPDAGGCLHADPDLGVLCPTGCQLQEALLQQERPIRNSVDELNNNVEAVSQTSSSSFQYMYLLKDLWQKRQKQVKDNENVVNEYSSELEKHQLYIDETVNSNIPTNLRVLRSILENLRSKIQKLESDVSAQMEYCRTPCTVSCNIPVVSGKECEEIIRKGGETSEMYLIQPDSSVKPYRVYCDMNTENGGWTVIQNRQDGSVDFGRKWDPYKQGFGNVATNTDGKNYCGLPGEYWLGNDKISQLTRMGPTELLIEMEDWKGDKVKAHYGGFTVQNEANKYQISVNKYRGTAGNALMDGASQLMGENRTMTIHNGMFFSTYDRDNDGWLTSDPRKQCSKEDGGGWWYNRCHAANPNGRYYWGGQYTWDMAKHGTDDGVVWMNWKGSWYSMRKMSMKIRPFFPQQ
ADAM17 inh: inhibitors of human ADAM17 | recombinant ADAM17, EDANS/DABCYL FRET peptide cleavage | inhibition, % at 6.95 µM | actives 0.83% (n = 370,000) | AID 720648;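 active = inhibition above the mean of compounds lying between control limits plus 3 SD, set per campaign, cut at about 8.5% in these data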;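 also: 0% = DMSO-only wells as the low control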
Target sequence (P78536 215-824 limits assumed): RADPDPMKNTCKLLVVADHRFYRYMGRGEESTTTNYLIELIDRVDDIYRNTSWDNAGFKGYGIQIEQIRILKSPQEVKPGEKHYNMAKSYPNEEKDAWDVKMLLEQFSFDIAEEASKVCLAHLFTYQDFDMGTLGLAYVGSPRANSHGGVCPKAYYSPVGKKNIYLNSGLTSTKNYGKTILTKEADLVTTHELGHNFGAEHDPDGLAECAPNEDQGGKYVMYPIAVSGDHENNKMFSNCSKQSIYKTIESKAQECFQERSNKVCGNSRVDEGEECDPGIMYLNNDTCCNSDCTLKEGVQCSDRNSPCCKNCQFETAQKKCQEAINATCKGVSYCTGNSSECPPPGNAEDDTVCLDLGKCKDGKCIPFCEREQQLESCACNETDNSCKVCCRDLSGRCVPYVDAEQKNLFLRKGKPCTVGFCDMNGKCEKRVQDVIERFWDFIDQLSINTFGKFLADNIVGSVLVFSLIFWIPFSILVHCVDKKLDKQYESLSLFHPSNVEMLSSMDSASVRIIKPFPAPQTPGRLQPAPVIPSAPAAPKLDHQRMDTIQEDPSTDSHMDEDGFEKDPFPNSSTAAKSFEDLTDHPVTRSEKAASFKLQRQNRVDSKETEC
TDP2 absorb: blocks human TDP2 phosphodiesterase activity; actives 0.34% (n = 370,000); recombinant TDP2, T5PNP hydrolysis, p-nitrophenol absorbance 415 nm; inhibition, % at 12.8 µM; AID 720702;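 active = inhibition above the mean of all tested compounds plus 3 SD, set per campaign, cut at about 25% in these data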;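 also: 0% = DMSO with enzyme and 100% = buffer with substrate but no TDP2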
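System – recombinant human TDP2 · Amount – 120 nM TDP2 per well · Buffer or medium – Mg2+-containing Tris-HCl buffer, pH 7.5 · Reagent – T5PNP substrate, 5 mM · Dosing – 12.8 µM single point, 1% DMSO · Incubation – 2 h at 37 °C · Measured by – epi absorbance · Read-out basis – percent inhibition · Benchmarks – high control without enzyme, low control DMSO plus TDP2 · Repeats – singlicate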
ADAM10 inh: inhibitors of human ADAM10 | recombinant ADAM10, EDANS/DABCYL FRET peptide cleavage, 3 h | O14672 | actives 0.62% (n = 370,000) | AID 720582 | inhibition, % at 7 µM;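 active = inhibition above a per-campaign cutoff equal to the mean of compounds falling between control-based bounds plus 3 SD, cut at about 20% in these data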;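 also: 0% = DMSO wells while the 100% control is not disclosed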
PLCg1 inh: PLC-gamma1 (human) inhibition, primary screen; actives 0.84% (n = 370,000); purified PLC-gamma1, fluorogenic substrate, fluorescence; inhibition, % at 12.2 µM; in the data active = inhibition above about 9.5%
ASAP1 GAP inh: inhibitors of human ASAP1 ArfGAP activity; Q9ULH1; inhibition, % at 16.5 µM; actives 0.19% (n = 360,000); ASAP1-stimulated ARF1 GTP hydrolysis, GDP FP detection; in the data active = inhibition above about 25%;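 also: 0% = vehicle with enzyme and substrate and 100% = no enzyme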
SIAE primary: inhibitors of human sialic acid acetylesterase SIAE; Q9HAT2; SIAE FP-Rh probe binding, fluorescence polarization; inhibition, % at 9.66 µM; actives 0.69% (n = 370,000);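 active = inhibition above a cutoff: mean of compounds within the control limits plus 3 SD of those, cut at about 17% in these data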;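 also: 0% = plate median of compound wells and 100% = probe without SIAE protein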
ARFGAP1 inh: inhibits rat ARF GTPase activating protein 1 | Q62848 | Arfgap1-stimulated ARF1 GTP hydrolysis, GDP FP detection | inhibition, % at 16.5 µM | actives 0.26% (n = 360,000);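 active = inhibition above a per-plate limit, mean inhibition of low control wells plus 3 SD, cut at about 25% in these data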;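 also: 0% = DMSO wells with enzyme and 100% = wells lacking Arfgap1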
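Material: rat Arfgap1 catalytic domain, aa 1-136; also added: human ARF1(Δ1-17)-GTP substrate; compound dosing: one concentration, 16.5 µM, DMSO 1.26%; incubation: GTP hydrolysis reaction 2 h at 25 °C; measured by: Tracer-displacement fluorescence polarization with EDTA stop, 620/688 nm; evaluation: % inhibition from polarization; repeats: one replicate per compound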
PLCb3 inh: PLC-beta3 (human) inhibition, primary screen | actives 0.18% (n = 370,000) | Purified PLC-beta3, fluorogenic substrate, fluorescence | inhibition, % at 12.2 µM | AID 720704; in the data active = inhibition above about 11%;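 also: 0% = median of compound wells on plate and 100% = full blocker control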
Tn7 DDE FP: disrupts Tn7 cyclic peptide binding to fibrin D-Dimer-E complex | P02675 | FP displacement of FITC-Tn7 peptide from fibrin DD(E); 0% = median of compound wells per plate | AID 720508 | actives 0.13% (n = 370,000) | inhibition, % at 8.3 µM;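 active = inhibition above the mean of compounds falling within the control limits plus 3 SD of them, cut at about 14% in these data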;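 also: 0% = plate median of compound wells and 100% = 10 µM Aha-Tn7 peptide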
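system = human fibrin DD(E) protein | quantity = DD(E) 2 µM final | medium = Tris/NaCl/CaCl2 buffer, pH 7.8 | also added = labelled Tn7 tracer, 0.1 µM | compound dosing = single point at 8.3 µM | timing = compound with protein 10 min, then 3 h after probe, room temperature | signal = FP measurement | benchmarks = Aha-Tn7 high control | repeats = one replicate per compound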
An asterisk follows results filed as active; i = inactive; / = not tested or not shown. Rows were taken by chance; about 3.6% have a hit in one of these screens.

SMILES	Tn6 DDE FP	ADAM17 inh	TDP2 absorb	ADAM10 inh	PLCg1 inh	ASAP1 GAP inh	SIAE primary	ARFGAP1 inh	PLCb3 inh	Tn7 DDE FP
O=C1CN(C(=O)c2ccccc2Cl)c2ccccc2N1	-6	-1	-15	-1	-3	2	-3	13	-3	3
Nc1nnnn1CC(=O)N/N=C/c1cc([N+](=O)[O-])ccc1O	-6	0	-3	8	-4	5	-5	-2	-6	11
Cc1ccc(C2C(=O)N(C3CCCC3)CC(=O)N2C2CCCCC2)cc1 (configuration not stated)	6	3	-8	1	1	-7	1	7	3	-2
CC(C)(C)c1ccc(C(=O)NC(=O)COC(=O)c2ccc(Br)o2)cc1	3	1	-19	-12	-2	-15	0	-5	6	0
Cc1ccccc1C(=O)NC(=S)N(CCO)Cc1ccccc1	-11	-2	-5	-3	1	-5	-3	10	-3	2
Cc1cc(C)nc(Nc2n[nH]c(-c3ccccc3Cl)n2)n1	3	1	0	1	-1	0	4	2	6	1
CCNC(=O)N1CCN(c2ccc(N3CCN(C(=O)NCC)[C@@H](C)C3)c(C)c2)[C@@H](C)C1	10	-4	9	-9	-1	11	1	-8	1	2
Cc1cc(=O)[nH]c(SCC(N)=O)c1C#N	0	0	-9	-1	-1	7	-1	-8	-2	-1
O=C(CN1C(=O)c2cccc([N+](=O)[O-])c2C1=O)NCc1ccccc1	8	1	-2	12	3	-7	1	-14	1	3
C/C(=N/NC(=O)c1cc(-c2ccc(Cl)s2)[nH]n1)c1ccco1	-2	-1	-1	2	-2	2	8	15	-10	-2
COc1ccc(CN2C(=O)CN(S(C)(=O)=O)CC2(C)c2nnnn2C2CCCCC2)cc1 (configuration not stated)	1	1	-9	8	4	/	0	/	0	-8
Cc1ccc(C)c2c1N(Cc1ccccc1)C(=O)C21OCCO1	2	-5	-11	-4	0	4	-2	-4	-7	1
O=C(COC(=O)/C=C/C(=O)N1CCN(c2ccccc2)CC1)NC(c1ccccc1)c1ccccc1	10	3	6	6	1	7	3	-10	-3	0
Cc1ccc(S(=O)(=O)NC[C@H]2O[C@@H](n3cnc4c(N)ncnc43)[C@H](O)[C@@H]2O)cc1	-7	2	0	-7	0	-15	3	13	2	-3
COc1ccc(Cl)cc1NC(=O)C/C(C)=N/NC(=O)c1ccccc1Cl	-3	1	-4	18	-2	-3	-2	-7	-4	-3
COc1ccc(NC(=O)c2nnn(Cc3ccc(SC)cc3)c2N)c(OC)c1	-3	-37	-3	-144	-9	-5	0	5	-11	1
COc1ccc(-c2c(-c3ccccc3OC)sc3ccccc23)cc1	-3	-3	-5	-5	-8	2	-3	13	-10	-1
COc1ccc(CCC(=O)Nc2cccc(S(=O)(=O)N3CCCC3)c2)cc1OC	-9	0	-4	0	4	11	0	2	-7	-1
CCN(CC)S(=O)(=O)c1ccc(Nc2nc3ccccc3n3nnnc23)cc1	2	-4	-1	-11	-47	0	-19	-3	-57	3
O=C(Nc1nncs1)c1c(F)c(F)c(F)c(F)c1F	0	-4	-3	-12	-3	-5	20*	-3	-2	0
O=C(CSc1nc2ccccc2[nH]1)N1CCN(c2ccccc2)CC1	1	-3	2	-3	-5	-6	-2	2	-14	-2
Cc1ccc2[nH]c(=O)c(CN(Cc3cccnc3)C(=S)NCCCN(C)C)cc2c1	-9	-12	4	-19	3	3	2	8	-12	-1
O=C(CSc1nncs1)NCCNC(=O)CSc1nncs1	-1	-4	-2	-23	3	-4	-2	-6	-5	6
COc1ccc(/C=N/n2c(C)cc(C)c(C(N)=O)c2=O)cc1	3	-6	8	-9	-2	0	-4	10	-2	-11
Cc1cc(C)cc(N2CC(C(=O)NC3CCCCC3)CC2=O)c1 (configuration not stated)	1	-3	-5	2	1	8	7	-1	-8	1

The closing 4 entries of the part above are carried over, then new ones follow.
SMILES	Tn6 DDE FP	ADAM17 inh	TDP2 absorb	ADAM10 inh	PLCg1 inh	ASAP1 GAP inh	SIAE primary	ARFGAP1 inh	PLCb3 inh	Tn7 DDE FP
Cc1ccc2[nH]c(=O)c(CN(Cc3cccnc3)C(=S)NCCCN(C)C)cc2c1	-9	-12	4	-19	3	3	2	8	-12	-1
O=C(CSc1nncs1)NCCNC(=O)CSc1nncs1	-1	-4	-2	-23	3	-4	-2	-6	-5	6
COc1ccc(/C=N/n2c(C)cc(C)c(C(N)=O)c2=O)cc1	3	-6	8	-9	-2	0	-4	10	-2	-11
Cc1cc(C)cc(N2CC(C(=O)NC3CCCCC3)CC2=O)c1 (configuration not stated)	1	-3	-5	2	1	8	7	-1	-8	1
Cc1cnc([N+](=O)[O-])n1CCOC(=O)NC(=O)c1ccccc1	2	0	-1	3	0	-3	3	15	4	-4
CCCNC(=O)C1(C)CCN(C(=O)c2cc(F)ccc2C)C1 (configuration not stated)	13	-4	-6	-8	5	-2	-2	15	1	1
CN(C)C(=O)c1cccc(-c2cnc3c(NC=O)cc(-c4cc(F)c(F)c(F)c4)cn23)c1	-3	-10	10	-33	-14	-7	6	7	-20	3
O=C(NCC1CCCO1)c1cccc(S(=O)(=O)N2CCOCC2)c1 (configuration not stated)	-15	-7	-8	-3	2	4	-3	10	-7	0
COc1ccc(-c2cn3cc(C(=O)NN)ccc3n2)cc1	-5	-168	3	-490	-401	5	-4	19	i	2
O=[N+]([O-])c1cc(Br)ccc1NS(=O)(=O)c1ccccc1	6	-1	1	-4	-1	-6	-2	-2	-2	7
COc1ccc(CN2CCC(C(=O)c3cccc(Cl)c3)CC2)cc1	-1	-2	2	0	0	1	9	12	-4	-8
O=C(Nc1ccc(OC(=O)c2ccco2)cc1)c1ccco1	-1	0	-10	-4	0	-2	-7	1	0	3
O=c1nc2onnc2c(C=NO)[nH]1	-7	0	-4	-8	-6	-2	-1	-3	4	-7
CC1(C)C=C(c2ccc(O)cc2)CC(C)(C)N1	2	1	-8	6	5	15	6	6	4	-3
Cc1ccc(S(=O)(=O)NC2OC(=O)C(Cl)=C2Cl)cc1 (configuration not stated)	1	-4	8	-1	8	-1	-1	3	0	-2
COc1ccc2oc(=N)c(C(=O)NCc3ccccc3)cc2c1	-2	-39	-4	-102	-135	-14	1	5	-174	0
O=C(CCNC(=O)c1ccccc1)OCN1C(=O)c2ccccc2C1=O	-1	5	-8	-3	2	0	6	17	-2	-2
COc1ccc(-c2cc3nc(C)cc(N4CCN(C(=O)c5cccnc5)CC4)n3n2)cc1	-7	-16	3	-51	-40	20	-3	11	-59	-3
CSCCC(NC(=O)CCC(=O)OCC(=O)[C@@]1(O)CCC2[C@@H]3CCC4=CC(=O)C=C[C@]4(C)C3[C@@H](O)C[C@@]21C)C(=O)O (some centres not stated)	6	-4	-11	7	-1	2	8	-3	0	3
CN(C(=O)c1cccc(NC(=O)Cc2ccc(NC(=O)C3CCN(C(=O)CCc4ccccc4)CC3)cc2)c1)C1CCC1	0	5	-3	-246	2	-10	4	-10	1	2
Cc1ccc(SCC(=O)Nc2ccc(S(=O)(=O)Nc3nccs3)cc2)cc1	-3	-1	6	-3	-6	-7	-7	-3	-1	4
CSc1ccc(C(=O)C2CCCN(Cc3ccc(N4CCNC4=O)cc3)C2)cc1 (configuration not stated)	-3	7	-16	14	7	-5	-1	10	7	-15
O=C(Nc1ccc(Br)cc1)Nc1ccccc1F	2	-2	3	6	-1	-6	-10	0	-2	0
c1ccc(Nc2nc(-c3ccccc3)nc3ccccc23)cc1	2	-11	6	-24	-195	1	-38	15	-259	1
COc1ccc(CNc2ccc(S(=O)(=O)N3CCN(C)CC3)cn2)cc1OC	5	-6	-6	3	1	-6	0	-1	-6	-2
O=C(CCCN1C(=O)CCC1=O)Nc1cccc(C(F)(F)F)c1	1	-3	-3	-3	1	5	-4	-8	-5	4
CCc1ccnc(NS(=O)(=O)c2ccc3c(c2)CCO3)c1	0	-3	-8	-11	-2	-5	-10	4	-14	-5
O=C(Nc1cccc(-c2nc3ccccc3o2)c1)c1ccc(N2C(=O)C3C4C=CC(C4)C3C2=O)cc1 (configuration not stated)	-4	-2	2	-15	5	2	-13	5	5	-1
CCCCN1C(=O)C(CC(=O)NCCCN(C)C)CC(C(=O)N2CCCCCC2)=C1C (configuration not stated)	6	-4	6	-12	0	12	-1	-2	-1	-4
Carrying on:
SMILES	Tn6 DDE FP	ADAM17 inh	TDP2 absorb	ADAM10 inh	PLCg1 inh	ASAP1 GAP inh	SIAE primary	ARFGAP1 inh	PLCb3 inh	Tn7 DDE FP
COc1cc(Br)c(-c2sc(Nc3ccccc3)n[n+]2-c2ccc(F)cc2)cc1OC	0	-2	1	-8	0	-4	8	-12	1	1
CN(C)S(=O)(=O)c1ccc(Cl)c(NC(=O)COC(=O)CN2C(=O)NC(C)(C)C2=O)c1	-1	-1	-9	-6	0	-6	-4	10	2	-3
C[C@@H]1Cn2cnc(C(=O)Nc3ccccc3)c2C(=O)N1	5	-2	2	-1	-2	-3	-1	16	-1	2
COc1cccc(CN2C(=NC(=O)C3CC3)SC3CS(=O)(=O)CC32)c1 (configuration not stated)	-8	-2	-6	-7	0	10	-6	11	-9	-5
O=C(N/N=C/C1CCCCC1)c1cc(Cl)ccc1O	-1	-28	-10	-102	-63	6	4	-7	-88	-2
CCCc1c(-c2ccccc2F)ncn1Cc1ccccc1OC	-10	-3	1	-4	-3	-3	-3	4	-4	10
CN(C)CCOc1cc(Cl)cc(Cl)c1	8	-2	4	-6	1	3	-1	-3	-3	3
O=c1ccnc(SCCc2ccccc2)[nH]1	3	1	-12	9	2	0	6	-2	-5	0
CC1=CCC(C(=O)O)C(C(=O)O)C1 (configuration not stated)	1	0	-4	0	0	7	4	12	1	-4
COCc1cc(C)nc2sc(C(=O)Nc3ccccc3F)c(N)c12	6	-15	-3	-42	i	7	4	0	i	-3
Cc1cc(C)nc(/N=C(\N)N2CCc3ccccc32)n1	-3	-3	10	7	-1	8	1	-5	2	-2
CCC(C)NC(=O)c1cc2cc3ccc(OC)cc3nc2o1 (configuration not stated)	2	i	4	i	i	12	-3	3	i	3
COc1ccc(CCNC(=O)CCn2cccc2)cc1OC	-7	-3	3	0	1	4	11	-1	-1	2
COc1cc(C2NC(=O)NC(C)=C2C(=O)NCc2ccccc2)c(Cl)cc1O (configuration not stated)	-9	0	0	8	1	-8	4	3	1	-6
Cc1cccc(C(=O)OCC(=O)NNC(=O)c2cccs2)c1O	-3	2	-24	3	-4	-2	-5	19	-6	-2

Screening data: PubChem, The Scripps Research Institute Molecular Screening Center
